Source: PubChem BioAssay (several laboratories)
Mtb RmlCD inh: M. tuberculosis RmlC/RmlD inhibition. P9WH09+P9WH11. RmlC+RmlD coupled enzyme assay, percent inhibition; primary screen in compound mixtures. inhibition, % at 3.6 µM. 0.03% of 160,000 active. AID 1533; in the data active means inhibition mostly above about 34%, no sharp cut-off; further: some results filed as inactive read as strong as hits
Target sequence (P9WH09 whole entry, looked up): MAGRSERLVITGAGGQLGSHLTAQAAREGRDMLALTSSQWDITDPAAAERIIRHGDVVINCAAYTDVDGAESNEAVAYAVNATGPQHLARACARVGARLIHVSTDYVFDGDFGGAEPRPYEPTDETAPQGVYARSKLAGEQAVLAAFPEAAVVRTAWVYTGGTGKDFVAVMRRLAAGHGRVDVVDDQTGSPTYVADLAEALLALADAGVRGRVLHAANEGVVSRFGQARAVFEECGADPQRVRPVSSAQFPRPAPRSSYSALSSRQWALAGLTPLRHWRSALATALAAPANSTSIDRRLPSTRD
Target sequence (P9WH11 whole entry, looked up): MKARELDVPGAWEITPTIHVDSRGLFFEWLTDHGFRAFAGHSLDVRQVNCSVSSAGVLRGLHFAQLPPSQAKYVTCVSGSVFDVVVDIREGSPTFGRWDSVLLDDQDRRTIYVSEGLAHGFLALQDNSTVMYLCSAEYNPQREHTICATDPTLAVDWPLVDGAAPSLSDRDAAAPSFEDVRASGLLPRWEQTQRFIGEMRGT
M. tuberculosis GlmU: inhibition of mycobacterial GlmU enzyme – biochemical, glucosamine-1-phosphate acetyltransferase (AID 1376) | inhibition, %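 (tested at 30 µM in the primary screen)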, or IC50 in µM where a hit was titrated | M. tuberculosis GlmU acetyltransferase enzyme assay; higher % means a stronger effect | 0.25% of 220,000 active; in the data active means inhibition above about 13%;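 further: 0% = complete reaction with vehicle and 100% = reaction without substrate; strong numbers were not always called active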
Numbers without * were called inactive. Only part of the results is shown; rates above refer to the full screens.

CC(=C/C(=O)O)/C=C/c1ccc([N+](=O)[O-])cc1 was read as Mtb RmlCD inh 8 and M. tuberculosis GlmU -2.6%.
Cc1sc(NC(=O)c2ccco2)c(C(c2cccnc2)N2CCN(C)CC2)c1C (configuration not stated) was read as Mtb RmlCD inh 6 and M. tuberculosis GlmU -6.5%.
For O=C(Nc1cccc(Cl)c1)N(CCN1CCOCC1)Cc1ccccc1F the results were Mtb RmlCD inh -10 and M. tuberculosis GlmU 2.3%.
`COc1ccccc1NC(=O)CC(NC1CCCCC1)C(=O)O` (configuration not stated) gave M. tuberculosis GlmU -6.8%.
For CCS(=O)(=O)C(C)(CCl)C(=O)Nc1ccc(C(=O)OC)cc1 (configuration not stated) the results were Mtb RmlCD inh -3 and M. tuberculosis GlmU 2.2%.
`COc1cccc(C(=O)NCc2ccc(N3CCN(C(=O)OC(C)(C)C)CC3)cc2)c1` gave Mtb RmlCD inh 12 and M. tuberculosis GlmU 3.4%.
O=C(CSc1nnc(CNc2ccc(F)cc2)n1CC1CCCO1)Nc1ccccc1 (configuration not stated) was read as M. tuberculosis GlmU -5.1%.
CC(=O)N/C(=C/c1ccc(OS(=O)(=O)c2ccc(C)cc2)cc1)C(=O)NCCCO was read as Mtb RmlCD inh 12 and M. tuberculosis GlmU -3.7%.
Screening CC(C)(C)c1[nH]c2ccccc2c1/C=N/O returned M. tuberculosis GlmU 0.7%.
`Cc1cccc(NC(=O)c2cc(=O)n(Cc3ccccc3)c(=O)[nH]2)c1` gave Mtb RmlCD inh 4 and M. tuberculosis GlmU -1.5%.
For COc1ccccc1/C=C/C=C1N=C(/C=C/c2ccc(Cl)cc2)OC/1=O the results were Mtb RmlCD inh -13 and M. tuberculosis GlmU -1.8%.
For CCOC1(OCC)N=C(N)C2(C#N)C(c3ccc(NC(C)=O)cc3)C12C#N (configuration not stated) the results were Mtb RmlCD inh 6 and M. tuberculosis GlmU 2.3%.
CCn1c(O)c(/C=N/n2cnnc2)sc1=S was read as Mtb RmlCD inh 16 and M. tuberculosis GlmU 0.9%.
`COc1ccccc1C(=O)Nc1ccc2c(c1)nc(CCNC(=O)c1ccccc1)n2C` gave Mtb RmlCD inh 10 and M. tuberculosis GlmU 0.0%.
`CCC[N+]12CCC(CC1)C(C(O)(c1ccccc1)c1ccccc1)C2` (configuration not stated) gave Mtb RmlCD inh 4 and M. tuberculosis GlmU 5.3%.
`CC(NC(=O)c1ccc(S(=O)(=O)N(C)C)cc1)c1ccccc1` (configuration not stated) gave Mtb RmlCD inh -4 and M. tuberculosis GlmU 0.6%.
For O=C(c1cc(=O)c2ccccc2o1)N1CCN(c2ccccc2)CC1 the results were Mtb RmlCD inh 20 and M. tuberculosis GlmU -0.8%.
Screening Cc1cc(Oc2ccc(C(C)(C)C)cc2)nc(N2CCOCC2)n1 returned M. tuberculosis GlmU 2.2%.
Screening Cc1cc2c(c(C)nn2-c2ccccc2)c(=O)o1 returned Mtb RmlCD inh -3 and M. tuberculosis GlmU 5.8%.
O=C1c2cccnc2C(O)N1Cc1cccs1 (configuration not stated) was read as Mtb RmlCD inh -9 and M. tuberculosis GlmU 3.7%.
Screening Oc1ccc(Br)cc1/C=N/N1CCN(Cc2ccccc2)CC1 returned Mtb RmlCD inh -5 and M. tuberculosis GlmU -0.5%.
For N#CC1(C#N)C(c2ccccc2)OC23CCCCC2C1(C#N)C(=N)O3 (configuration not stated) the results were M. tuberculosis GlmU 10%.
O=C(NCc1cc(C(F)(F)F)cc(C(F)(F)F)c1)C1CC(c2ccc(C(F)(F)F)cc2)=NO1 (configuration not stated) was read as M. tuberculosis GlmU -3.7%.
Screening Nc1cc(C(F)(F)F)ccc1-n1cccc1 returned Mtb RmlCD inh 1 and M. tuberculosis GlmU -5.0%.
`CN(C)C(C(=O)Nc1cc(Cl)cc(Cl)c1)c1ccccc1` (configuration not stated) gave Mtb RmlCD inh 3 and M. tuberculosis GlmU -4.6%.
`O=C(NCCO)c1ccccc1O` gave Mtb RmlCD inh -7 and M. tuberculosis GlmU 2.1%.
For Cc1nc(N2CCCCC2)c2c(-c3cccs3)csc2n1 the results were Mtb RmlCD inh -16 and M. tuberculosis GlmU 6.8%.
CCS(=O)(=O)N1Cc2ccccc2CC1C(=O)OCC(=O)N(C(C)C)C(C)C (configuration not stated) was read as Mtb RmlCD inh 8 and M. tuberculosis GlmU 2.1%.
CCOC(=O)N1CCN(C(=O)NC2CCCCC2)CC1 was read as Mtb RmlCD inh 8 and M. tuberculosis GlmU -5.0%.
`COc1ccc(-c2nn3c(-c4cccc(C)c4)nnc3s2)cc1OC` gave M. tuberculosis GlmU 8.0%.
Screening CCn1c(=O)c([N+](=O)[O-])c(N2CCSCC2)c2ccccc21 returned Mtb RmlCD inh 3 and M. tuberculosis GlmU -2.5%.
Cc1ccc(-c2csc3nnc(SCC(=O)Nc4cccc(C)n4)n23)cc1 was read as Mtb RmlCD inh 16.
For COc1ccc(CN(CC(=O)NC2CCCC2)C(=O)c2ccc(-c3ccccc3)[nH]2)cc1 the results were Mtb RmlCD inh 2 and M. tuberculosis GlmU 2.1%.
Cc1cccc(-n2nc3c([n+]2[O-])CCc2nonc2-3)c1C was read as Mtb RmlCD inh -4 and M. tuberculosis GlmU -0.8%.
Screening CC(/C=N\N1CCN(c2ccc(Cl)cc2)CC1)=C\c1ccccc1 returned M. tuberculosis GlmU 1.6%.
Screening COc1ccc(Br)cc1S(=O)(=O)NNC(=O)c1c(C)nc2ccccn12 returned Mtb RmlCD inh -12 and M. tuberculosis GlmU 5.5%.
COc1ccc(NC(=O)CN2CCN(CC(=O)Nc3ccccc3Cl)CC2)cc1 was read as M. tuberculosis GlmU 0.0%.
`CC1(C)CC(=O)C=C(NNC(=O)c2ccccc2O)C1` gave Mtb RmlCD inh 17 and M. tuberculosis GlmU -5.1%.
O=S(=O)(NCCc1ccccc1)c1cccc2nsnc12 was read as Mtb RmlCD inh 57 and M. tuberculosis GlmU 4.5%.
O=S(=O)(c1cccs1)N1CCc2ccccc21 was read as M. tuberculosis GlmU -1.0%.
O=C(CN1CCC(C(=O)c2ccc(F)cc2)CC1)Nc1ccccc1 was read as Mtb RmlCD inh 14 and M. tuberculosis GlmU 6.3%.
For CC(C)(C)c1nc(SCC(=O)N2CCCC2)c2ccccc2n1 the results were Mtb RmlCD inh -11 and M. tuberculosis GlmU 1.6%.
`Cc1ccc(NC(=O)CSC(C)C(=O)NCCc2ccccn2)cc1` (configuration not stated) gave Mtb RmlCD inh -10 and M. tuberculosis GlmU -0.7%.
For Cc1cccnc1NC(=O)c1csnn1 the results were Mtb RmlCD inh -4 and M. tuberculosis GlmU 5.2%.
For O=c1[nH]n2c(-c3ccccc3)nc(O)c2c2ccccc12 the results were M. tuberculosis GlmU 8.0%.
`CCOC(=O)c1ccccc1-n1nnnc1C` gave Mtb RmlCD inh 25 and M. tuberculosis GlmU 1.5%.
Screening CN1C(=O)CS/C1=N\NC(=O)COc1cccc2cccnc12 returned Mtb RmlCD inh -11 and M. tuberculosis GlmU 0.8%.
For Cc1ccc(NC(=O)COC(=O)C2CC2C)c(S(=O)(=O)N2CCCCC2)c1 (configuration not stated) the results were M. tuberculosis GlmU 7.2%.
Screening CCOC(=O)c1cc2c(=O)n3cc(C)ccc3nc2n(Cc2cccnc2)c1=N returned M. tuberculosis GlmU 6.5%.
Screening Cc1cc(C)c(S(=O)(=O)Nc2ccc(N3CCOCC3)cc2)c(C)c1 returned Mtb RmlCD inh -10 and M. tuberculosis GlmU 1.1%.
Screening ClC1=CCC2CN(CCN3CCCCC3)CC2C1 (configuration not stated) returned M. tuberculosis GlmU -5.1%.
Screening Cc1ccc(CN(Cc2ccco2)C(=S)NCC(=O)NCc2cccnc2)cc1 returned Mtb RmlCD inh -12 and M. tuberculosis GlmU 2.1%.
Screening Nc1nc(NCc2ccco2)nc(N2CCOCC2)c1[N+](=O)[O-] returned Mtb RmlCD inh -2 and M. tuberculosis GlmU 4.2%.
For CC1(C)CC(NC(=S)NCc2ccc3c(c2)OCO3)CC(C)(C)N1 the results were Mtb RmlCD inh 23 and M. tuberculosis GlmU -0.7%.
`O=C(CCC1CCCC1)NCc1cccs1` gave Mtb RmlCD inh -5 and M. tuberculosis GlmU 1.0%.
Screening CN(C)C(=O)N1CCC(C(=O)NC2CCCCCCC2)CC1 returned Mtb RmlCD inh -9 and M. tuberculosis GlmU 0.4%.
Screening COc1ccc(C2C(C(C)=O)=C(O)C(=O)N2CCCn2ccnc2)cc1OC (configuration not stated) returned M. tuberculosis GlmU 1.8%.
For COc1ccc(-c2c(N)n[nH]c2C)cc1OC the results were Mtb RmlCD inh -14 and M. tuberculosis GlmU -0.5%.
Cc1ccccc1OCC(=O)Nc1ccc(S(=O)(=O)Nc2ccccn2)cc1 was read as Mtb RmlCD inh -8 and M. tuberculosis GlmU 6.3%.
Screening Cc1cc(N2CCN(C(=O)c3ccco3)CC2)n2ncnc2n1 returned M. tuberculosis GlmU -1.8%.
`Cc1csc(NC(=O)c2cc3c(s2)CCC3)n1` gave Mtb RmlCD inh -5 and M. tuberculosis GlmU 1.6%.
O=C(/C=C/c1cn(-c2ccccc2)nc1-c1ccc2c(c1)OCCO2)NCCO was read as Mtb RmlCD inh -16 and M. tuberculosis GlmU -5.2%.
For COc1cc2nc(C3CCC3)n(NC(=O)COc3ccccc3)c(=O)c2cc1OC the results were M. tuberculosis GlmU 0.5%.
CCNC(=S)N/N=C/c1cccs1 was read as Mtb RmlCD inh -6 and M. tuberculosis GlmU 4.0%.
Cc1ccc(Nc2cc(=O)n(C3CCCCC3)c(=O)[nH]2)cc1C was read as Mtb RmlCD inh 45 and M. tuberculosis GlmU -2.2%.
For O=c1cnnc(N/N=C/c2c[nH]c3ccccc23)[nH]1 the results were Mtb RmlCD inh 31 and M. tuberculosis GlmU -2.6%.
COC(=O)C1=C(c2cccc(OC)c2OC)C[C@@H]2CC[C@H]1N2C(=O)NCCCOC(C)C was read as M. tuberculosis GlmU 2.0%.
For O=C(Nc1nnc(C2CCCCC2)s1)c1ccco1 the results were M. tuberculosis GlmU -2.1%.
`O=c1oc2cc(O)ccc2c2c1CCCC2` gave Mtb RmlCD inh -8 and M. tuberculosis GlmU 2.6%.
Screening COc1ccc(OC)c(C2=NOC(C(=O)Nc3c(C)n(C)n(-c4ccccc4)c3=O)C2)c1 (configuration not stated) returned M. tuberculosis GlmU 6.4%.
Screening COc1ccc(-c2coc3cc(O)ccc3c2=O)cc1 returned M. tuberculosis GlmU -0.1%.
CCn1c(Cc2ccccc2)nnc1SCC(=O)Nc1ccccc1 was read as M. tuberculosis GlmU 1.5%.
CCOC(=O)COc1c(OC)cc(Cl)cc1C1Nc2ccccc2C(=O)N1c1ccc(F)cc1 (configuration not stated) was read as M. tuberculosis GlmU 4.4%.
Cc1ccccc1OCc1nnc2n1CC(C)S2 (configuration not stated) was read as Mtb RmlCD inh -10 and M. tuberculosis GlmU -4.0%.
For COc1ccc(/C=N/O)cc1COc1ccc(NC(C)=O)cc1 the results were Mtb RmlCD inh 9 and M. tuberculosis GlmU 2.6%.

Compounds listed so far that have an NH in an aromatic ring (seven):
Screening CC(C)(C)c1[nH]c2ccccc2c1/C=N/O returned M. tuberculosis GlmU 0.7%.
`Cc1cccc(NC(=O)c2cc(=O)n(Cc3ccccc3)c(=O)[nH]2)c1` gave Mtb RmlCD inh 4 and M. tuberculosis GlmU -1.5%.
For COc1ccc(CN(CC(=O)NC2CCCC2)C(=O)c2ccc(-c3ccccc3)[nH]2)cc1 the results were Mtb RmlCD inh 2 and M. tuberculosis GlmU 2.1%.
For O=c1[nH]n2c(-c3ccccc3)nc(O)c2c2ccccc12 the results were M. tuberculosis GlmU 8.0%.
For COc1ccc(-c2c(N)n[nH]c2C)cc1OC the results were Mtb RmlCD inh -14 and M. tuberculosis GlmU -0.5%.
Cc1ccc(Nc2cc(=O)n(C3CCCCC3)c(=O)[nH]2)cc1C was read as Mtb RmlCD inh 45 and M. tuberculosis GlmU -2.2%.
For O=c1cnnc(N/N=C/c2c[nH]c3ccccc23)[nH]1 the results were Mtb RmlCD inh 31 and M. tuberculosis GlmU -2.6%.

(continued)
`Cc1[nH]c2ccccc2c1SCC(=O)N1CCC(C)CC1` gave Mtb RmlCD inh 5 and M. tuberculosis GlmU -2.9%.
Screening C/C(CCc1ccco1)=N\NC(=O)CNc1c(Br)cc(Br)cc1Br returned M. tuberculosis GlmU 1.1%.
C=CCN1C(=O)/C(=c2\sc3nc(=O)c(Cc4ccc(OC)c(OC)c4)nn3c2=O)c2ccccc21 was read as Mtb RmlCD inh 7 and M. tuberculosis GlmU 7.5%.
CC1CCN(c2c(NCC3CCC(C(=O)NCCC4=CCCCC4)CC3)c(=O)c2=O)CC1 (configuration not stated) was read as Mtb RmlCD inh 10 and M. tuberculosis GlmU -4.1%.
Screening COc1ccc(C(=O)C2CCCN(C(=O)COc3ccc(C(C)=O)cc3)C2)cc1F (configuration not stated) returned Mtb RmlCD inh -4 and M. tuberculosis GlmU 1.0%.
`O=C1CCN(CCc2ccccc2)CCN1CCSc1ccc(Br)cc1` gave Mtb RmlCD inh -7 and M. tuberculosis GlmU -2.0%.
O=C(Nc1ccccc1)Nc1nc(-c2ccc(F)cc2)cs1 was read as M. tuberculosis GlmU -1.2%.
Cc1ccc(F)cc1NC(=O)CN1CCN(c2ccccn2)CC1 was read as Mtb RmlCD inh 3 and M. tuberculosis GlmU -3.8%.
Screening CCn1cc(-c2cc(C(=O)O)c3ccccc3n2)cn1 returned Mtb RmlCD inh -1 and M. tuberculosis GlmU -6.7%.
For CCCC(=O)Nc1nc2c(C)c(Cl)ccc2s1 the results were Mtb RmlCD inh -8 and M. tuberculosis GlmU 4.0%.
O=C(/C=C/c1cccc(Br)c1)N1CCN(c2cccc(C(F)(F)F)c2)CC1 was read as M. tuberculosis GlmU -1.8%.
For CC/S(C)=N/S(=O)(=O)c1ccc(C)cc1 (configuration not stated) the results were M. tuberculosis GlmU -10.0%.
Screening COc1cc(S(=O)(=O)N2CCN(Cc3ccc4c(c3)OCO4)CC2)c(C)cc1C returned Mtb RmlCD inh 13 and M. tuberculosis GlmU 0.9%.
